H1N1 NS1A inhibition = H1N1 influenza NS1A inhibitors, functional cell based assay (AID 504329); 340,000 compounds, 0.3% hits; inhibition, % at 12.5 µM; hits with a dose series show IC50 in µM; NS1A functional cell-based assay, percent inhibition; higher % means a stronger effect; in the data active = a potency from the dose series; inconclusive = inhibition above about 27% without an active follow-up result; also: strong numbers were not always called active
VEEV TC-83 Vero = inhibitors of VEEV TC-83 cytopathic effect, confirmation, Vero cells (AID 588727). Vero cells, VEEV TC-83 cytopathic effect inhibition; higher % means a stronger effect. inhibition, % at 20 µM; hits with a dose series show IC50 in µM. 350,000 compounds, 0.13% hits; in the data active = a potency from the dose series; inconclusive = inhibition mostly from about 14% at the one dose, without a potency; inactive = the rest, 99 in 100 with inhibition below about 12%; also: strong numbers were not always called active
H37Rv inhibition = M. tuberculosis growth inhibition, HTS (AID 449762); M. tuberculosis H37Rv growth inhibition, 7H9 media; higher % means a stronger effect; inhibition, % at 25 µM; hits with a dose series show IC50 in µM; 330,000 compounds, 0.59% hits; in the data active = a potency from the dose series; inconclusive = inhibition above about 70% without an active follow-up result;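 also: bacterial growth assessed after seven days of incubation; strong numbers were not always called active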
Salmonella PhoP GFP = Inhibition of PhoP regulon, Salmonella typhi GFP reporter cells, confirmation, 4 h (AID 1850). Salmonella Typhi PhoP-promoter GFP reporter, fluorescence, 4 h; higher % means a stronger effect. one-dose inhibition, % at 50 µM; IC50 in µM for titrated hits. 310,000 compounds, 0.33% hits; in the data active = a potency from the dose series; inconclusive = inhibition mostly from about 25% at the one dose, without a potency; inactive = the rest, 99 in 100 with inhibition below about 19%;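 also: 0% = induced wells with vehicle and 100% = uninduced wells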
M. tuberculosis = growth inhibition of non-replicating M. tuberculosis (AID 488890); inhibition, % at 25 µM, or IC50 in µM where a hit was titrated; 320,000 compounds, 0.39% hits; Mycobacterium tuberculosis non-replicating, growth inhibition; higher % means a stronger effect; in the data active = a potency from the dose series; inconclusive = inhibition mostly from about 82% at the one dose, without a potency; inactive = the rest, 99 in 100 with inhibition below about 76%;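 also: plate controls were DMSO cells for no effect and high antibiotic wells for full effect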
VEEV TC-83 Vero 10K pilot screen = second read-out of VEEV TC-83 Vero, no call of its own (marks repeat the call); inhibition, %; measured here: 10K pilot screen inhibition
* marks the source's active call; other numbers are inactive results; i = inactive; ? = inconclusive; . = not tested or not shown.

SMILES	H1N1 NS1A inhibition	VEEV TC-83 Vero	H37Rv inhibition	Salmonella PhoP GFP	M. tuberculosis	others
COc1ccc2ccc3ccc(OC)c(OC(C)=O)c3c2c1	-3%	3.2%	.	.	.
O=C(O)[C@H](Cc1ccccc1)N1C(=O)c2c(Cl)c(Cl)c(Cl)c(Cl)c2C1=O	8%	0.0%	-7%	-4%	1%	VEEV TC-83 Vero 10K pilot screen=0.8
CCOC(=O)c1ccc(-n2ccnc2)c(NC(=O)c2ccc(C(C)(C)C)cc2)c1	-3%	0.2%	9%	4%	39%
COc1cc(N2CN=c3s/c(=C\c4ccccn4)c(=O)n3C2)cc(OC)c1OC	1%	1.3%	-3%	6%	15%
CN(C)c1ccc(/C=C/[N+](=O)[O-])cc1	-1%	2.4%	39%	0%	39%
O=C(Nc1cccc(S(=O)(=O)Nc2ccc(Cl)cc2)c1)c1cc2c(s1)CCCC2	0%	i	-2%	-3%	23%
COc1cccc(C2CC(c3ccccc3)=NN2S(=O)(=O)c2ccc(C)cc2)c1OC (stereo unspecified)	1%	i	10%	-9%	11%
CC1(C)CC(=O)C(N=Nc2cccc([N+](=O)[O-])c2)=C(O)C1	-19%	9.4%	1%	-3%	-6%
O=c1cc(O)nc(SCc2ccccc2)n1-c1ccc(F)cc1	9%	2.8%	3%	-9%	35%
CNS(=O)(=O)c1cccc2cccnc12	-5%	0.2%	4%	8%	5%
COc1ccc(C(=O)Nc2ccc3nc4n(c(=O)c3c2)CCCC4)cc1[N+](=O)[O-]	.	.	12%	-7%	-14%
O=C(OCCN1C(=O)CCC1=O)c1ccc(S(=O)(=O)N2CCCCC2)cc1	11%	0.7%	-8%	1%	-1%
Cc1cc(C)c2c(c1)NC(c1cc3c(cc1Br)OCO3)C1CC=CC21 (stereo unspecified)	2%	4.3%	65%	-3%	20%
CCCn1c(SCC(=O)Nc2cc(C(=O)O)ccc2C)nc2sc3c(c2c1=O)CCC3	-3%	3.4%	0%	.	3%
COc1ccccc1CP(=O)(c1ccccc1)c1ccccc1	26%	i	0%	-6%	0%
CS(=O)(=O)NN1C(=O)c2ccccc2NC1c1cccs1 (stereo unspecified)	13%	0.7%	-8%	13%	-14%
COc1ccc(C(=O)Nc2ccccc2C(=O)N2CCCCCC2)cc1OC	-8%	5.6%	-16%	-9%	2%
COc1ccc(C2(O)CCN(C(=O)NC3CCCCC3)CC2)cc1	4%	0.1%	-6%	-11%	26%
CCN1C(=O)CSc2ccc(C(=O)NCCCN3CCOCC3)cc21	3%	5.1%	.	-9%	.
CC(C)Oc1ccc(C(=O)NC(=S)Nc2ccc(CN3CCOCC3)cc2)cc1	6%	0.3%	31%	-5%	?
CC(C)(C)NC(=O)CSc1nc2cccnc2n1C1CCCCC1	-4%	0.7%	11%	-3%	-3%
O=C(NCCCN1CCOCC1)C1CC(=O)N(c2ccccc2)C1 (stereo unspecified)	-8%	1.1%	0%	-25%	-16%
O=C(NCc1ccc(N2CCCC2=O)cc1)C1CCC(=O)N(Cc2ccccc2F)C1 (stereo unspecified)	-5%	1.0%	-1%	-2%	7%
COC(=O)c1c(NC(=O)CSc2ncnc3c2cnn3-c2ccccc2Cl)sc2c1CCCC2	5%	?	-1%	6%	5%
COC(=O)c1c(NC(=O)/C=C/C(=O)O)sc(C)c1-c1ccc(C)c(C)c1	-1%	2.5%	2%	0%	31%
CCOC(=O)C1CN(S(=O)(=O)c2ccccc2)c2cc(S(=O)(=O)CC)ccc2O1 (stereo unspecified)	3%	i	-3%	-5%	1%
CC(=O)c1ccc(C(=O)NC2CCCN(Cc3ccccc3F)C2)s1 (stereo unspecified)	-9%	4.0%	-26%	-8%	-2%
COc1ccc(CCC(=O)N2CCN(C3CCCCC3)CC2)cc1	0%	i	0%	-1%	15%	VEEV TC-83 Vero 10K pilot screen=2.9
COc1ccc2cc(/C=C/C(=O)c3ccco3)c(Cl)nc2c1	.	.	5%	-10%	26%
COC(=O)CN(C)C(=O)c1ccc2nc(Cc3cccc(Cl)c3)oc2c1	0%	i	6%	7%	52%
Cc1cc(Br)ccc1NC(=O)CN(C)C(=O)Cn1c(=O)cnc2ccccc21	-1%	2.0%	4%	3%	9%
O=C(O)c1ccc(N2Cc3ccccc3C2)cc1O	-2%	1.4%	?	3%	?
O=c1[nH]nc(-c2ccc(F)cc2)cc1Cc1ccccn1	.	0.2%	1%	-5%	-5%
CC(C)C[C@H]1CNC(=S)N1CC1CCCN1C[C@H](CC(C)C)N1C[C@H](CC(C)C)N(CC2CCCCCC2)C1=S (stereo partly specified)	-9%	i	.	.	.
COc1ccc(/C=C2/C(=N)N3N=C(CC(=O)N4CCCC4)SC3=NC2=O)cc1	11%	0.8%	6%	7%	-3%
Cc1[nH]c2ccccc2c1C(=O)CN1CCCCC1C (stereo unspecified)	-13%	i	-2%	6%	16%

Among those listed so far, 4 have a COOH group:
SMILES	H1N1 NS1A inhibition	VEEV TC-83 Vero	H37Rv inhibition	Salmonella PhoP GFP	M. tuberculosis	others
O=C(O)[C@H](Cc1ccccc1)N1C(=O)c2c(Cl)c(Cl)c(Cl)c(Cl)c2C1=O	8%	0.0%	-7%	-4%	1%	VEEV TC-83 Vero 10K pilot screen=0.8
CCCn1c(SCC(=O)Nc2cc(C(=O)O)ccc2C)nc2sc3c(c2c1=O)CCC3	-3%	3.4%	0%	.	3%
COC(=O)c1c(NC(=O)/C=C/C(=O)O)sc(C)c1-c1ccc(C)c(C)c1	-1%	2.5%	2%	0%	31%
O=C(O)c1ccc(N2Cc3ccccc3C2)cc1O	-2%	1.4%	?	3%	?

Later entries.
SMILES	H1N1 NS1A inhibition	VEEV TC-83 Vero	H37Rv inhibition	Salmonella PhoP GFP	M. tuberculosis	others
COc1ccccc1CC(=O)OC(C)C(=O)Nc1ccc(S(=O)(=O)N2CCCCC2)cc1 (stereo unspecified)	-5%	5.7%	-4%	.	30%
Cc1nc2ccc(NC(=O)CS(=O)(=O)c3ccc(F)cc3)cc2s1	12%	1.9%	37%	-2%	14%
O=C1Nc2ccccc2/C1=C/c1cnc[nH]1	-6%	0.2%	-2%	0%	11%
COc1ccc(C(=O)Nc2cccc(C(=O)N3CCN(C)CC3)c2)cc1	-4%	0.6%	-3%	-6%	-3%
CCCCc1c(O)nc(SCC(=O)N2CCOCC2)[nH]c1=O	-8%	0.7%	13%	3%	4%
O=C(CSc1nnc(Cc2cc(=O)[nH]c(=O)[nH]2)n1-c1ccc(Cl)cc1)N1CCc2ccccc21	.	.	-1%	3%	4%
CCOC(=O)C1CCN(C(=O)c2sc3nc(-c4ccc(F)cc4)cn3c2C)CC1	-4%	4.7%	-21%	-12%	13%
Cn1c(Cc2ccccc2)nnc1SCC(=O)c1ccc(Br)s1	-2%	i	1%	-7%	-3%
Cc1ccccc1NC(=O)c1cn(-c2ccccc2)nc1-c1ccccc1	-13%	0.3%	-4%	-5%	14%
COc1cccc(NC(=S)/C(=C(\[O-])c2cc(C)n(-c3ccccc3F)c2C)[n+]2ccc(N(C)C)cc2)c1	-54%	0.4%	56µM*	-2%	51%
CCOC(=O)Sc1nc2ncncc2[nH]1	1%	1.1%	.	.	.
CC(=O)c1ccc(OCc2cc(C(=O)N(C)Cc3ccccn3)no2)cc1	-1%	2.1%	0%	-5%	22%
CC[N+](CC)(CC#Cc1ccccc1)CC(=O)c1ccc(Cl)cc1	-4%	4.1%	3%	0%	?
Cc1ccc(OCC(=O)O/N=C(\N)c2ccccn2)cc1C	.	i	2%	0%	6%
O=C(NCc1ccccn1)c1nnc(Cc2ccc(Cl)cc2)o1	-3%	1.0%	-4%	4%	.
CC(C)[C@H]1COCCS(=O)(=O)N1Cc1cccc(Cl)c1	-8%	0.1%	-3%	-3%	-10%
COc1cccc(CN(C)C(=O)CSCC(=O)Nc2cccc(C)c2)c1OC	-4%	1.4%	-5%	.	14%
Cc1c(C(=O)c2cccc(F)c2)c2ccccn2c1CCC#N	-5%	12%	2%	6%	2%
Cc1ccc(SCC(=O)N2CCOCC2)cc1	12%	0.9%	-8%	-6%	.
Nc1nc(N2CCCCC2)nc2ccccc12	7%	5.3%	1%	12%	7%
CC(C)CN1CC(C)C(=O)N(c2ccccc2)C1=O (stereo unspecified)	-16%	1.2%	.	.	.
CC(C)(C)c1ccc(C(=O)O[C@H]2[C@H](Cc3ccccc3)NS(=O)(=O)[C@H]3C[C@@H]4C=C[C@]23O4)cc1	10%	i	4%	.	72%
CN(Cc1ccccc1)C(=O)c1nc2ccccn2c1CN1CCC(N2CCOCC2)CC1	3%	i	-5%	-2%	-3%
CCOC(=O)C1CCCN(C(=S)NC2CCCC2)C1 (stereo unspecified)	4%	i	7%	-2%	-1%
CS(=O)(=O)N1CCN(C2Cc3ccccc3C2)CC1	0%	0.2%	5%	5%	2%
CC(C)COC(=O)C(C#N)c1nc2ccccc2nc1N1CCN(Cc2ccc3c(c2)OCO3)CC1 (stereo unspecified)	10%	i	?	6%	58%
COc1ccc(C(=O)NCC(=O)OCc2ccc(Br)cc2)cc1	-5%	i	-3%	-2%	59%
Cc1cc(OC(=O)c2ccccc2)n(CCC#N)n1	3%	0.8%	-4%	-7%	-8%
Cc1cccc(OCCNC(=S)NC(=O)c2cccnc2)c1	3%	3.0%	7%	15%	7%
COc1ccccc1NC(=O)N1CCCC1	1%	0.9%	1%	-5%	16%
Cc1cccc2cc(CN(CC3CCCO3)C(=S)NCc3ccco3)c(=O)[nH]c12 (stereo unspecified)	2%	i	9%	0%	-10%
COC(=O)c1cc(OC)c(OC)cc1NC(=S)N1CCC(C(N)=O)CC1	0%	1.8%	0%	-3%	5%
Cc1cc(=O)[nH]c(N)n1	12%	0.7%	2%	10%	-8%
CCOc1ccc(S(=O)(=O)N2CCC(C(=O)NCc3ccccn3)CC2)cc1Cl	-8%	0.7%	1%	-1%	-6%
CC(=O)OC(C(=O)NC1CCCCC1)c1ccncc1 (stereo unspecified)	2%	0.8%	4%	-3%	-3%
O=C(c1ccc(Cl)cc1)c1ccc(OCC(=O)N2CCOCC2)cc1	2%	5.2%	-4%	-9%	12%
CC(C)C1(C)N=C(c2ncccc2C(=O)O)NC1=O (stereo unspecified)	-2%	0.5%	0%	3%	-16%
COc1ccc(S(=O)(=O)NCCSC(C)(C)C)cc1Cl	-3%	i	-6%	-5%	27%
CCOc1ccccc1C(=O)Nc1cc(=O)n(C)c(=O)n1C	7%	0.3%	1%	-5%	13%
Cc1cc(C)nc(NC(=O)CSc2nc3ccccc3o2)n1	-3%	1.3%	.	0%	.
COc1cc(S(=O)(=O)N2CCN(Cc3ccccc3)CC2)ccc1Br	2%	0.3%	-1%	5%	1%
CCOC(=O)c1c(C)[nH]c(C(=O)Nc2cc(OCC)c(N3CCOCC3)cc2OCC)c1C	-8%	12%	0%	.	2%
Cc1c(-n2c(SCC(=O)O)nnc2-c2ccccc2Br)c(=O)n(-c2ccccc2)n1C	-1%	0.5%	4%	15%	-7%
CCOc1ccc(C(C)(C)C)cc1S(=O)(=O)Nc1ccncc1	-5%	i	8%	-6%	9%
N#C/C(=C/c1ccccc1OCc1ccc(F)cc1)c1ccc(C(=O)O)cc1	-4%	1.1%	5%	3%	41%
O=C(COc1ccc(Br)cc1Cl)NNC(=O)c1ccccc1	-8%	i	15%	.	-7%
CCCCn1c(SCc2ccc(Cl)cc2)nc2c1c(=O)[nH]c(=O)n2C	-1%	5.4%	6%	4%	62%
Cn1cnc2c(=O)sc3ccccc3c21	-5%	5.4%	4%	-9%	3%
[O-][N+](=Cc1ccccc1)c1ccc(Cl)cc1	1%	1.0%	.	.	.
Cc1noc(C)c1S(=O)(=O)N(Cc1ccccc1)C(C)C	.	i	3%	-2%	-3%
CCc1nc(SCC(=O)c2cccs2)c2oc3ccccc3c2n1	2%	i	-3%	-3%	5%
COCCNc1nnc(Cc2ccccc2)c(=O)[nH]1	-2%	i	2%	4%	-18%
Cc1cc(C)cc(CN2CCC(Oc3ccc(C(=O)N4CCCC4)cc3)CC2)c1	10%	0.3%	.	.	.
C#CCN1C(C)=CC(=O)[C@@H](O)[C@H]1c1ccccc1Br	-13%	i	.	.	.
CCc1ccc(OC2=NS(=O)(=O)c3ccccc32)cc1	-2%	i	.	.	.
CCOc1cc(C)c(C(C)C)cc1S(=O)(=O)N1CC(C)OC(C)C1 (stereo unspecified)	3%	0.5%	-7%	5%	10%
Cc1cc(N(C)C)nc(SC(C)C)n1	-6%	0.5%	4%	5%	19%
COc1c2ccoc2c(OC[C@@H](O)C(C)(C)OC)c2oc(=O)ccc12	3%	0.8%	8%	-17%	-5%
